# SENP8 block = blocks the human protease SENP8; purified SENP8, Z-RLRGG-aminoluciferin cleavage, luminescence; AID 2540; inhibition, % at 10 µM; 1.2% of 330,000 active; Q96LD8
# Target sequence (Q96LD8 whole entry, looked up): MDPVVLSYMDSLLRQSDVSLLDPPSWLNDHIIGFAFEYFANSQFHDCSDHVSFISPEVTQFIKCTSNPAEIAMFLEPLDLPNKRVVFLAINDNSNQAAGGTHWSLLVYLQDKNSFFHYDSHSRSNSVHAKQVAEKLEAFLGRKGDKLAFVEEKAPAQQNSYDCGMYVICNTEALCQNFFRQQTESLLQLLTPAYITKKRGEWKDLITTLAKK
# CCR6 antagonist = blocks CCL20-driven beta-arrestin recruitment at human CCR6. P51684. CHO-K1 CCR6 PathHunter beta-arrestin, luminescence, CCL20-stimulated. inhibition, % at 20 µM. 0.49% of 340,000 active;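 active means compounds whose inhibition of the agonist-driven luminescence signal at 20 µM reaches about 50%, limit read from the data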;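 further: cells stimulated with CCL20 at 14 nM final; plate controls were DMSO with CCL20 for no effect and DMSO without agonist for full effect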
# Jurkat NFkB inh = lowers PMA/ionomycin-induced NF-kB signal in Jurkat cells; PMA/ionomycin-induced NF-kB luciferase reporter, luminescence; 0.53% of 330,000 active; inhibition, % at 4 µM
# EBI2 antag = blocks human EBI2 receptor beta-arrestin signaling; P32249; 0.81% of 360,000 active; EBI2 beta-arrestin recruitment, luminescence, 7a,25-OHC stimulated; inhibition, % at 5 µM; in the data active means inhibition above about 38%;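 further: enzyme fragment complementation signal reports receptor beta-arrestin coupling in cells; 0% = agonist plus DMSO wells and 100% = wells without agonist; some results beyond the cut were filed as inactive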
# Target sequence (P32249 whole entry, looked up, the tested form may be a part): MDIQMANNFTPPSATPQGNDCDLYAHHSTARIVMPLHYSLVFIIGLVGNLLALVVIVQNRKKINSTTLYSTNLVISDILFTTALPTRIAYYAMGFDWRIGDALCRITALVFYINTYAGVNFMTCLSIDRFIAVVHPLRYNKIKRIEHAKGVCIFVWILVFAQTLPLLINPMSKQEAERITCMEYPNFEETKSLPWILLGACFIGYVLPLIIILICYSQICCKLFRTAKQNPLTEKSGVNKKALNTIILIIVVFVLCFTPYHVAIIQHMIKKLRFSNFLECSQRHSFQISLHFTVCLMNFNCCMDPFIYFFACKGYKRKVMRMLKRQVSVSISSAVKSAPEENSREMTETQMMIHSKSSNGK
# Gli-Sufu antag = blocks Gli-Sufu signaling in a luciferase reporter | 0.74% of 340,000 active | inhibition, % at 5 µM | AID 588413 | Sufu-KO-LIGHT fibroblasts, Gli luciferase reporter luminescence;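 active means inhibition above about 55%, limit read from the data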;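 further: 0% = DMSO-treated cells and 100% = wells with medium but no cells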
# Apaf1 inhib = inhibitors of human Apaf-1 apoptosome | inhibition, % at 20 µM | O14727 | 0.71% of 330,000 active | reconstituted apoptosome caspase-3 activity, DEVD-Rh110 fluorescence; active means inhibition of at least 40% at 20 µM;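 further: plate controls were DMSO wells for no effect and DEVD-CHO caspase inhibitor wells for full effect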
#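 Material: cell-free apoptosome with Apaf-1, procaspase-3 and caspase-9; Buffer or medium: Hepes pH 7.5 with detergent and BSA; Reagent: cytochrome c trigger plus (Z-DEVD)2-Rh110 caspase-3 substrate; Times: compound with Apaf-1, dATP, procaspase-3 30 min, then 50 min reaction, room temperature; Technique: Rh110 fluorescence intensity.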
# 697 NFkB inh = lowers PMA/ionomycin-induced NF-kB signal in 697 B cells; 697 B-cell NF-kB luciferase reporter, 16 h; inhibition, % at 4 µM; 0.33% of 330,000 active; AID 435022; in the data active means inhibition above about 35%
# UBC13 inh = inhibitors of human UBC13 polyubiquitin chain formation; inhibition, % at 20 µM; TR-FRET; P61088; AID 485273; 0.47% of 330,000 active; in the data active means inhibition above about 45%, passing the limit was not always enough
# Target sequence (P61088 whole entry, looked up): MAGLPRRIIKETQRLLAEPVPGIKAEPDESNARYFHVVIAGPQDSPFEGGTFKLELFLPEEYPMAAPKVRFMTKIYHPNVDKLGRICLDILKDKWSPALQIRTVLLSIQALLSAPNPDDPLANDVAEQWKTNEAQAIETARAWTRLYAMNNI
# * hit, by the source's call; . = not tested or not shown. Unless noted, no stated cut-off is given here; in the data, active means inhibition above about 50%; inactive means the rest. Only part of the results is shown; the hit share may differ from the screen's.
SMILES,SENP8 block,CCR6 antagonist,Jurkat NFkB inh,EBI2 antag,Gli-Sufu antag,Apaf1 inhib,697 NFkB inh,UBC13 inh
COc1ccc(C)cc1NC(=O)CN1C(=O)COc2ccc(S(=O)(=O)N3CCCCCC3)cc21,12,14,4,14,3,13,11,-1
COc1ncccc1-c1nnn(-c2ccc(Cl)c(Cl)c2)n1,20,14,-76,15,-79,7,-89,-1
Cc1nc(Nc2cccc(C(C)O)c2)c2nnn(Cc3ccc(F)cc3)c2n1 (stereo not drawn),2,5,1,8,-2,2,15,-1
CCOCCCNC(=O)C1CCCN1S(=O)(=O)c1ccc(Cl)cc1 (stereo not drawn),3,5,-3,2,1,19,-13,-8
COc1ccc([N+](=O)[O-])cc1N(CC(=O)Nc1ccccc1C(=O)N1CCOCC1)S(C)(=O)=O,-7,8,-9,4,-6,-1,9,2
COc1ccc(/C=N/NC(=O)C2c3ccccc3-c3ccccc32)cc1,-1,-14,1,-3,-4,16,5,-4
Cc1ccc(C(=O)N/C(=C\c2cn(C)c3ccccc23)C(=O)OCCN(C)C)cc1,4,14,-3,0,6,-17,-4,8
Cc1nnc(SCC(=O)NC(C)(C)C)n1NCc1ccc(N(C)C)cc1,-1,4,1,-8,7,-19,12,4
CCOC(=O)c1[nH]c2ccc(F)cc2c1NC(=O)c1cc(OC)c(OC)c(OC)c1,-3,3,-7,-3,6,17,21,-4
CC[C@@H]1C/C=C\Cc2ccccc2[C@@H](C(=O)C[C@H](O)CC(C)=O)OC1=O,9,0,18,-5,5,-6,13,4
COc1ccc(C(=O)NNS(=O)(=O)c2ccccc2)cc1OC,-1,4,-26,-9,-9,-2,-7,-16
O=C(CSc1nnc(-c2cccnc2)n1Cc1ccco1)N1CCc2ccccc21,3,4,10,1,6,-7,14,4

# An excerpt of these results, bar-delimited:
Molecule | SENP8 block | CCR6 antagonist | Jurkat NFkB inh | EBI2 antag | Gli-Sufu antag | Apaf1 inhib | 697 NFkB inh | UBC13 inh
COc1ncccc1-c1nnn(-c2ccc(Cl)c(Cl)c2)n1 | 20 | 14 | -76 | 15 | -79 | 7 | -89 | -1
Cc1nc(Nc2cccc(C(C)O)c2)c2nnn(Cc3ccc(F)cc3)c2n1 (stereo not drawn) | 2 | 5 | 1 | 8 | -2 | 2 | 15 | -1

# The results go on:
SMILES,SENP8 block,CCR6 antagonist,Jurkat NFkB inh,EBI2 antag,Gli-Sufu antag,Apaf1 inhib,697 NFkB inh,UBC13 inh
O=[N+]([O-])c1ccc(N2CCN(CCOc3nonc3-c3ccccc3)CC2)c(Cl)c1,3,10,-9,26,9,9,5,-12
CC(C)NC(=O)C1CCN(C(=O)c2cc3sccc3n2Cc2ccc(F)cc2)CC1,-2,2,-1,9,61*,-4,-16,4
CCCCNc1cc(Cl)nc(N)n1,-7,4,-18,0,8,9,-46,-7
COc1cccc(CC(NC(C)=O)C(=O)NC2CCN(S(=O)(=O)c3ccc(NC(C)=O)cc3)CC2)c1 (stereo not drawn),6,3,-16,-1,8,-8,7,2
CC1CCN(CC(=O)Nc2ccc(N3CCCCCC3)cc2)CC1,-10,-1,0,2,31,34,-15,5
O=C(NCc1ccccn1)c1cc(S(=O)(=O)N2CCCCCC2)ccc1Cl,-2,5,-5,-2,-2,-7,2,-6
COc1ccc(C(=O)COC(=O)C(CCCCN2C(=O)C3C4C=CC(C4)C3C2=O)N2C(=O)C3C4C=CC(C4)C3C2=O)cc1 (stereo not drawn),4,4,-4,7,-1,14,-23,6
O=C(NC1CCCC1)c1ccccc1-c1ccccc1,-4,9,-6,2,6,3,13,-10
Cc1cccc(C(=O)NC(=S)NNC(=O)COc2ccc(Cl)cc2)c1,5,12,-14,7,0,4,3,-10
CCCn1nc(C(=O)NC2CC2)c2ccccc2c1=O,2,-1,-7,-13,0,-11,25,-1
O=C(O)c1ccc(C(=O)Nc2cccc(NC(=O)C3CCCO3)c2)cc1 (stereo not drawn),1,0,-1,-4,5,-4,0,-18
COCCNC(=O)CS(=O)(=O)Cc1nc(-c2ccc(C)cc2)oc1C,-18,8,-5,3,2,19,14,-1
CCn1c(CNC(C)=O)nnc1SCC(=O)c1ccc(Br)cc1,7,1,14,-1,2,-14,20,-6
CCC(C)NC(=S)Nc1ccc2nc(N3CCOCC3)cc(C)c2c1 (stereo not drawn),-7,2,-41,13,7,3,-47,0
CC(=O)N(Cc1ccc(Cl)cc1)c1cnccn1,6,-2,-21,0,-6,10,1,8
O=C(c1ccc(F)cc1)N(C(=O)c1ccc(F)cc1)c1ncccn1,1,4,12,-16,-11,-9,8,3
CC1Sc2ccc(C(=O)N3CCCC(C(F)(F)F)C3)cc2NC1=O (stereo not drawn),7,-1,6,-9,16,6,-8,1
CCC(/C=N/NC(=O)c1ccccc1F)CC,-10,14,-2,-8,-9,7,10,2
CCC(C)NC(=S)Nc1ccccc1OC (stereo not drawn),-1,15,8,-6,-16,0,-8,1
O=c1[nH]c2ccccc2cc1CN(CC1CCCO1)S(=O)(=O)c1ccccc1 (stereo not drawn),6,0,-11,10,20,4,2,2
Cc1ccc(C(=O)/C=C/Nc2ccc3c(c2)OCO3)cc1,-4,33,-205,26,4,5,-376,-18
Cc1cc(C)c(CSc2ncnc3nc[nH]c23)c(C)c1,12,-7,-7,-5,-14,-13,2,-6
CCOC(=O)C1=C(C)N(CCCCCC(=O)O)C(=O)NC1c1ccccc1OS(=O)(=O)c1ccc(C)cc1 (stereo not drawn),0,4,24,-3,-7,6,3,-14
CCc1nn2cc(C(=O)c3cc(Cl)ccc3O)cnc2c1-c1ccc(F)cc1,-4,24,-14,-16,2,16,-20,-15

# Only Jurkat NFkB inh and UBC13 inh (3 entries from above):
SMILES | Jurkat NFkB inh | UBC13 inh
CC1Sc2ccc(C(=O)N3CCCC(C(F)(F)F)C3)cc2NC1=O (stereo not drawn) | 6 | 1
CCC(C)NC(=S)Nc1ccccc1OC (stereo not drawn) | 8 | 1
O=C(c1ccc(F)cc1)N(C(=O)c1ccc(F)cc1)c1ncccn1 | 12 | 3

# Going on with the list.
SMILES,SENP8 block,CCR6 antagonist,Jurkat NFkB inh,EBI2 antag,Gli-Sufu antag,Apaf1 inhib,697 NFkB inh,UBC13 inh
COc1ccc(S(=O)(=O)n2nc(-n3c(C)ccc3C)c3c(F)cccc32)cc1OC,-1,34,-4,30,13,12,-1,0
O=C(c1ccc([N+](=O)[O-])o1)N1CCCCCC1,-13,-2,-8,-3,-11,-7,-2,-14
Cc1cc2nc(=O)c(/C=C3\C=Nc4ccccc43)c(N)n2o1,3,4,-9,0,-1,-7,-7,-13
Cn1c(=O)n(C/C=C/c2ccccc2)c(=O)c2c1nc1n2CCCN1c1ccc(F)cc1,-4,32,-1,13,26,31,-82,-9
Cc1cc(C)n(-c2cc(Cl)cc(Cl)c2)c(=O)c1C#N,-9,0,-20,-7,17,-403,8,-3
O=C(NCCc1ccccc1)C1CCN(S(=O)(=O)c2cccnc2)CC1,0,5,-1,-8,10,8,3,0
Cc1ccc(S(=O)(=O)N2CCCCC2)cc1C(=O)N(CCc1ccccc1)Cc1ccccc1,9,23,10,23,18,24,-27,-10
Cc1ccc2c(c1)[C@H]1[C@H](CO2)[C@H](c2ccccc2)[C@]2(C)C(=O)Nc3ccc(Br)cc3C(=O)N12,2,2,20,-1,6,6,16,3
CCNC(=O)CN(C1CCCCC1)S(=O)(=O)c1ccc(F)cc1,-3,13,11,-4,-4,-3,-7,3
CCc1nnc(NC(=O)CSc2nnc(-c3ccc(NS(=O)(=O)c4ccccc4)cc3)o2)s1,1,2,-5,-6,3,5,-18,-4
CC(C)(C)c1nc2c(s1)CCc1onc(-c3ccc(Br)cc3)c1-2,-7,5,2,12,18,12,6,6
COc1cccc(-c2c3c([nH]c(=O)c2C#N)CCc2cc(OC)ccc2-3)c1,-1,-26,-3,.,9,-5,-27,6

# Quoted from above for reference:
SMILES,SENP8 block,CCR6 antagonist,Jurkat NFkB inh,EBI2 antag,Gli-Sufu antag,Apaf1 inhib,697 NFkB inh,UBC13 inh
Cc1cc2nc(=O)c(/C=C3\C=Nc4ccccc43)c(N)n2o1,3,4,-9,0,-1,-7,-7,-13
Cn1c(=O)n(C/C=C/c2ccccc2)c(=O)c2c1nc1n2CCCN1c1ccc(F)cc1,-4,32,-1,13,26,31,-82,-9

# Continuation:
SMILES,SENP8 block,CCR6 antagonist,Jurkat NFkB inh,EBI2 antag,Gli-Sufu antag,Apaf1 inhib,697 NFkB inh,UBC13 inh
CN(C)S(=O)(=O)c1cccc(NC(=O)CN2C(=O)NC(CCc3ccccc3)C2=O)c1 (stereo not drawn),0,-7,-5,-7,3,0,8,0
COc1ccc(C(=O)N2CCC(O)(c3ccc(F)cc3)CC2)cc1OC,3,15,-4,20,-15,1,-12,-5
Cc1noc(C)c1COC(=O)CCc1ccc(S(=O)(=O)N2CCCCC2)cc1,2,8,-3,-3,12,7,-10,-9
COc1ccccc1-c1sc2cc3c(cc2c1-c1ccc(OCCN2CCCCC2)cc1)OCO3,-2,24,1,-15,29,59*,-22,77*
COC(=O)[C@@H]1C[C@@]2(O)[C@@H](O)[C@@H](O)[C@@H](O)C[C@H]2N1Cc1ccc(C)s1,2,-2,-7,-12,-13,2,10,-2
Cc1ccccc1NC(=O)C1CCCN(S(=O)(=O)c2cccc3cccnc23)C1 (stereo not drawn),6,15,7,0,-6,0,-5,2
CN(C)C(CNC(=O)NC1CCCCC1)c1cccnc1 (stereo not drawn),8,10,-4,-4,0,-3,-3,5
Cc1ccccc1-n1c(-c2ccc(=O)[nH]n2)n[nH]c1=S,-9,-16,-21,2,4,11,-5,0
Cc1[nH]c2ccccc2c1/C=N/NC(=O)c1cccc(Br)c1,2,9,1,-2,-14,2,12,12
COc1ccc(C(=O)NC2CCC(O)CC2)cc1S(=O)(=O)NCc1ccc(Cl)cc1 (stereo not drawn),-9,-8,-6,3,-22,2,11,-17
COc1ccc(C2=NOC3(CC(=O)N(c4ccc(F)cc4)C3=O)C2)c(OC)c1 (stereo not drawn),2,5,10,-8,-14,0,6,2
COc1ccc(OC)c(NC(=O)CSc2nnc(CCCO)n2-c2ccccc2)c1,-9,4,4,-4,3,-7,22,-1
CN(CC(=O)N1CCCCCC1)S(=O)(=O)c1cccc2cccnc12,-2,7,-17,-1,4,-4,-16,-9
COc1ccc(C(=O)Nc2cc3c(cc2C(=O)O)OCCCO3)c(OC)c1,1,6,4,0,11,4,20,-3
O=C(NC(=S)Nc1ccccc1)c1cccs1,-10,34,-81,6,-21,9,-114,-3
Fc1ccc(C2c3cccn3CCN2C(=S)Nc2cccc(F)c2)cc1 (stereo not drawn),-2,8,3,5,14,12,1,-2
CCN(c1cccc(C)c1)S(=O)(=O)c1ccc(-c2cc(C)no2)s1,-1,20,42,6,22,16,-38,4
O=[N+]([O-])c1ccccc1S(=O)(=O)Nc1nc2ccccc2s1,4,10,5,6,3,0,6,-2
CCCSC1=C(C#N)C(c2ccccc2C)CC(=O)N1 (stereo not drawn),-4,-17,-3,-2,-2,3,0,6
CCCN(CCC)CCCNS(=O)(=O)c1cc(Br)cc2c1N(C(C)=O)CC2,-2,2,-3,5,41,-4,0,-2
Cc1ccc(S(=O)(=O)NCc2cn3ccsc3n2)c(C)c1,-2,-13,-4,-7,3,7,10,0
O=C(Nc1cccc(NC(=O)N2CCN(c3ccccc3)CC2)c1)N1CCN(c2ccccc2)CC1,1,-16,-23,9,15,23,-11,6
CCc1ccc(-c2cc(C(F)(F)F)n3nc(C(=O)Nc4c(C)nn(Cc5ccc(F)cc5)c4C)cc3n2)s1,-4,10,1,11,0,-10,-18,37
CC(Sc1nc2ccccc2s1)C(=O)NC1CCCc2ccccc21 (stereo not drawn),-3,18,-6,14,3,15,1,8
COc1ccccc1C(=O)NCCC(=O)Nc1cccc(C)n1,-4,1,16,2,-12,1,-12,-4
COCC(=O)n1nc(-c2ccc(Cl)cc2)nc1NCc1ccc(F)cc1,-10,4,-11,-4,-23,18,-30,-13
Cc1nc(N2CCN(C)CC2)c2c(C)c(C(=O)Nc3ccc(F)cc3)sc2n1,-4,-6,-5,-3,10,2,30,6
Cn1c(=O)c2c(nc(Sc3ncccn3)n2Cc2ccc(Cl)cc2)n(C)c1=O,7,15,3,-4,14,6,-19,-8
O=c1[nH]c(SCc2ccccc2Cl)nc2c1CCCC2,2,4,-7,-4,-3,1,14,7

# Assay outcomes as filed in PubChem.
